High-throughput results: PubChem, National Center for Advancing Translational Sciences (NCATS)
SW480 rereplic – DNA re-replication induction in SW480 cells; SW480 DNA re-replication, Hoechst DNA content imaging, 48 h; Potency, µM (top dose mostly 46.1 µM), inactives show at the top dose re-replication activation, hits mostly activators; 340,000 compounds, 1.8% hits; AID 624297; note: potency is the fitted concentration of half-maximal effect; % of control where 0% means no effect; nearly all actives have a fitted effect of over 55% in size
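Cells (250 per well) received 23 nL compound or DMSO by pin tool and were kept 48 hr at 37 C, 5% CO2. Nuclei were then stained with Hoechst for 40 min and scanned for DNA content.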
DRD3 agonist – agonists of human D3 dopamine receptor | max activation, % | D3R DiscoveRx beta-arrestin cells, luminescence, 90 min | AID 652048 | P35462 | 410,000 compounds, 0.58% hits; in the data active = max activation above about 30%; note: 0% is about no effect; mostly tested at two doses, the higher about 12 µM
Target sequence (P35462 whole entry, looked up): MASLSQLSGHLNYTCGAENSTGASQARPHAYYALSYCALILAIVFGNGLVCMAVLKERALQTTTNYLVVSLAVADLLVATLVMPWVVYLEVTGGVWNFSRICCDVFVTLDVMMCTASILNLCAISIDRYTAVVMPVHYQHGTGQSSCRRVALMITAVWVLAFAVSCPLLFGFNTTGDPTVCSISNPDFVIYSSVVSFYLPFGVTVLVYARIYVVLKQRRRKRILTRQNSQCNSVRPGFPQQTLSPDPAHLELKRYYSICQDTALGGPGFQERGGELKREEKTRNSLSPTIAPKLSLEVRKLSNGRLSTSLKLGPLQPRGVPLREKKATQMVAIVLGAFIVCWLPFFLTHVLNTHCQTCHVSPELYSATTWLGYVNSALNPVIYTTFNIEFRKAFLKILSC
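Cells at 1500/well, incubated overnight, then treated with pinned compounds (dopamine as control) for 90 min at 37 degrees C. DiscoveRx reagent added for 30 - 60 minutes at room temperature; luminescence read.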
HT1080-NT tox – kills 2HG-producing HT-1080-NT fibrosarcoma cells | HT-1080-NT fibrosarcoma viability, CellTiter-Glo ATP luminescence, 48 h | Potency, µM (top dose mostly 46.1 µM), inactives show at the top dose activity, negative = less viability, usual class: cytotoxic | 360,000 compounds, 1.6% hits;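 note: NT is the 2HG producing partner of a matched IDH1 knockdown line; potency is the fitted concentration of half-maximal effect; 0% = DMSO-treated cells and -100% = media-only wells without cells; nearly all actives have a fitted effect of over 55% in size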
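Viability of the 2HG-overproducing fibrosarcoma line after 48 hours of compound exposure at 37 degrees C was determined by luminescence with CellTiter-Glo, and concentration-effect curves were then fitted and categorized.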
GLP1R cytotox – cytotoxicity in counter-screen for GLP-1R inverse agonists. HEK293 cAMP-luciferase reporter cells, luminescence, 24 h. Potency, µM (highest dose often 38.3 µM), without a hit: top-dose activity change, negative = inhibition, usual class: inhibitors. 410,000 compounds, 0.13% hits. AID 624418;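 note: loss of luciferase light is scored as toxicity; potency is the fitted concentration of half-maximal effect; % is set by controls: 0 for no effect and ±100 for the full control effect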
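Seeding density was 200 cells/uL; after overnight-length (12 h) culture, 23 nL compounds went on for 24 h at 37 °C. Readout used a luciferase detection reagent, luminescence taken after 12 min at room temperature.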
IL1B secr inh – inhibitors of inflammasome signaling (IL-1 beta secretion). THP-1 LPS/ATP IL-1B secretion, AlphaLISA, 16 h; stronger effect = lower value. activity change, % at 57.5 µM. 360,000 compounds, 4.7% hits; in the data active = activity change below about -50%; inconclusive = mostly about -30% to -49%; note: % is set by controls: 0 for no effect and ±100 for the full control effect
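THP-1 cells pretreated 1 hr with compounds (up to 57.5 uM final), then stimulated with LPS (250 ng/mL final) plus ATP (1.25 mM final); secreted IL-1B measured by AlphaLISA after 16 hr, decreased signal indicating inhibition.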
KB-V1 cytotox – KB-V1 MDR subline cytotoxicity | KB-V1 MDR cells viability, CellTiter-Glo, 72 h | AID 1347076 | Potency, µM (top dose mostly 46.1 µM), for the others: at the highest dose activity change, negative = cytotoxicity, actives largely listed as cytotoxic | 400,000 compounds, 3.4% hits; note: potency is the fitted concentration of half-maximal effect; % is set by controls: 0 for no effect and ±100 for the full control effect; nearly all actives have a fitted effect of over 60% in size
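Drug-selected KB-V1 cells, grown in DMEM lacking phenol red with 10% FBS, receive compound titrations; after three days at 37 degrees C, surviving cell ATP is quantified by CellTiter-Glo luminescence and responses normalized and curve-fitted.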
MCF10A rereplic – induces DNA re-replication in MCF 10a normal breast cells; MCF 10A DNA re-replication, Hoechst nuclear intensity, 48 h; Potency, µM (highest dose often 46.1 µM), for the others: at the highest dose activity, positive = re-replication, hits mostly activators; 350,000 compounds, 2.9% hits; AID 624296; note: potency is the fitted concentration of half-maximal effect; % of control where 0% means no effect; nearly all actives have a fitted effect of over 50% in size
KB-3-1 cytotox – kills parental KB-3-1 adenocarcinoma cells. KB-3-1 viability, CellTiter-Glo ATP luminescence, 72 h. 400,000 compounds, 1.4% hits. Potency, µM (titrated, usually from 46.1 µM), without a hit: at the top dose activity change, negative = cytotoxic, most hits filed as cytotoxic; note: potency is the fitted concentration of half-maximal effect; % is set by controls: 0 for no effect and ±100 for the full control effect; nearly all actives have a fitted effect of over 60% in size
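Cells are dispensed, compounds pinned in, plates held at 37 °C for 72 h, then CellTiter-Glo is added and luminescence read after 10 minutes. Cell line: parental KB-3-1 in phenol-red-free DMEM, 10% FBS.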
HT1080 IDH1KD tx – toxicity to HT-1080 IDH1 knockdown cells (counter line). HT-1080 IDH1 knockdown viability, ATP luminescence, 48 h. Potency, µM (top dose mostly 46.1 µM), without a hit: top-dose activity, negative = toxicity, usual class: cytotoxic. 360,000 compounds, 2% hits. AID 686971;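 note: potency is the fitted concentration of half-maximal effect; 0% = DMSO wells and -100% = cell-free medium wells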
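IDH1KD HT-1080 cells, 750/well, RPMI + 5% FBS; compound pinned after 2 h settling; 48 h, 37 °C; CellTiter-Glo luminescence; % activity normalised to DMSO and no-cell wells; curves fitted, classed by r2 and efficacy.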
* = called active by the depositor; ? = inconclusive; . = no result given; & = joins results of further samples; [ ] = dose if it differs, or a comment. Unless noted, calls come from the whole dose curve; as a rule, active = well fitted curve in the direction sought with a large enough effect; inconclusive = small, poorly fitted or top-dose-only effect, or another doubt; inactive = no such curve, though single readings can be large; an effect the other way counts as inactive or inconclusive.

SMILES,SW480 rereplic,DRD3 agonist,HT1080-NT tox,GLP1R cytotox,IL1B secr inh,KB-V1 cytotox,MCF10A rereplic,KB-3-1 cytotox,HT1080 IDH1KD tx
CC1=C(C(=O)N2CCOCC2)CC(CC(=O)NCCc2ccccn2)C(=O)N1CCC1=CCCCC1 (stereo not drawn),.,-7,19%,2%,-10,0%,.,0%,12%
O=S(=O)(Nc1ncnc2c1oc1ccccc12)c1ccc(Cl)s1,1%,0,-4%,-2%,43,1%,-1%,4%,-1%
CN1/C(=C\C(=O)COC(=O)CNC(=O)c2ccccc2F)C(C)(C)c2ccccc21,3%,1,0%,0%,16,3%,8%,-3%,12%
COc1cc(NCCC(=O)c2cccs2)c(OC)cc1Cl,?,2,-7%,2%,-9,-1%,21µM*,0%,-11%
COc1cccc(CN(C)C(=O)c2ccc3c(=O)n4c(nc3c2)CCC4)c1,-4%,4,11%,5%,-3,-20%,1%,-3%,12%
COC(=O)[C@H](Cc1ccccc1)NC(=O)N1CCC(C)CC1,-3%,-1,5%,10%,-12,34%,0%,5%,-4%
CC1(C)CC(=O)C=C(NCc2cccnc2)C1,-10%,4,9%,1%,14,4%,-1%,7%,10%
COC1CCN(C(=O)c2ccc3oc(Cc4ccc(Cl)cc4)nc3c2)CC1,-10%,-8,-3%,-16%,17,-25%,3%,-1%,0%
O=C(Nc1ccc2c(c1)OCO2)c1noc2c1CCCCC2,-12%,5,-30%,-2%,-20,?,21%,2%,?
Brc1ccc(-c2csc(-c3nc(-c4ccc(Br)s4)cs3)n2)cc1,.,3,.,2%,.,17%,.,4%,.

SMILES,SW480 rereplic,DRD3 agonist,HT1080-NT tox,GLP1R cytotox,IL1B secr inh,KB-V1 cytotox,MCF10A rereplic,KB-3-1 cytotox,HT1080 IDH1KD tx
O=C1CC(/C=C/c2ccccn2)=Nc2ccccc2N1,?,-4,-1%,-5%,-75*,?,-1%,18µM*,2%
O=C(CC(=O)N/N=C\c1ccc([N+](=O)[O-])cc1)NCCc1ccccc1,-1%,-2,-5%,4%[0.307 µM],-30,-1%,-1%,-3%,-6%
CCOc1cc(C2NC(=O)NC(O)(C(F)(F)F)C2C(=O)c2ccccc2)ccc1OC (stereo not drawn),2%,14,2%,1%,4,?,5%,6%,13%
O=C1CSC(=S)N1/N=C/c1ccc2c(c1)OCCO2,-7%,9,1%,0%,39,-11%,4%,3%,-7%
COc1ccc(N2C(=O)[C@@H]3[C@H](C2=O)[C@H]2c4ccccc4C=CN2[C@@H]3C(C)=O)cc1,-11%&2%,-3,10%,0%,0,-16%,?,5%,21%
COc1ccc(NC(=O)c2c(NC(=O)CNCc3ccco3)sc3c2CCC3)c(OC)c1,?,4,-1%,-1%,-1,-8%,13%,-6%,-1%
COc1ccc(Oc2c(C(F)(F)F)oc3cc(OCC(=O)O)ccc3c2=O)cc1,-16%,16,3%,-26%,-2,?,-1%,-10%,-1%
NC(=O)COC(=O)Cc1coc2cc3c(cc12)CCC3,0%,-6,16%,2%,-13,0%,4%,-5%,19%
CC(=O)Nc1ccc(SC[C@H](C)CN2CC[C@H](C(C)(C)C)CCC2=O)cc1,-2%,7,6%,-32%,?,?,-6%,3%&1%,-11%
CC1CCN(C(=O)CSc2c3c(nc4cc(Cl)ccc24)CCCC3)CC1,.,-11,.,-18%,.,12%,.,-20%,.

SMILES,SW480 rereplic,DRD3 agonist,HT1080-NT tox,GLP1R cytotox,IL1B secr inh,KB-V1 cytotox,MCF10A rereplic,KB-3-1 cytotox,HT1080 IDH1KD tx
O=C(c1ccc(Cl)cc1)c1nnc(-c2ccncc2)o1,-4%,0,8%,-9%,-20,17%,2%,3%,7%
COc1ccc(OC)c(NC(=O)COC(=O)Cc2ccc(-c3ccccc3)cc2)c1,4%,5,8%,2%,-16,3%,4%,12%,16%
CN(Cc1c(F)cccc1Cl)C(=O)c1ccc(NC(=O)CC2SC(N3CCCC3)=NC2=O)cc1 (stereo not drawn),-2%,2,-1%,14%,-11,3%,2%,26%,0%
CC(=O)Nc1c(O)nc(SCC(=O)Nc2nnc(SCc3ccccc3)s2)[nH]c1=O,26%,5,16%,3%,-8,6%,-16%,4%,11%
CC(O)CNc1ncnc2cc(-c3ccc(F)cc3)sc12 (stereo not drawn),?,-6,-20%,50%[activator],?,?,13µM*,-23%,-2%
CCCCC(=O)Nc1cccc(NC(=O)c2ccc(Br)o2)c1,1%,-9,3%,-21%,-10,12µM*,-1%,17%,3%
COc1ccccc1CCNC(=O)C(C)Sc1nc(-c2ccccc2)cc(C(F)(F)F)n1 (stereo not drawn),.,-20,.,-3%,.,10%,.,-7%,.
c1ccc(-c2ccccc2OCCCN2CCOCC2)cc1,0%,0,4%,-12%,-1,10%,25%,2%,-2%
O=c1[nH]c(C2CCN(S(=O)(=O)Cc3ccccc3)CC2)nc2c1nnn2Cc1cccc(Cl)c1,?,-2,?,-3%,-12,2%,?,-2%,?
CCCCCC(=O)N1C[C@@H](n2cc(C3CC3)nn2)[C@H](O)C[C@@H]1c1ccc(Cl)cc1,.,1,-12%,-6%,23,-6%,.,-17%,-17%

SMILES,SW480 rereplic,DRD3 agonist,HT1080-NT tox,GLP1R cytotox,IL1B secr inh,KB-V1 cytotox,MCF10A rereplic,KB-3-1 cytotox,HT1080 IDH1KD tx
COC(=O)c1sc(N)c(C(=O)OC)c1COC(=O)CNS(=O)(=O)c1ccc(C)cc1,-3%,3,2%,-7%,22,6%,-3%,1%,-7%
CC(=O)c1ccc(OCC(=O)N(C)C2CCS(=O)(=O)C2)cc1 (stereo not drawn),.,3,15%,0%,0,8%,.,-2%,13%
COc1ccc(/C=N/n2cncn2)cc1Cn1cc([N+](=O)[O-])cn1,-13%,-3,-2%,-13%,-2,17%,2%,-1%,0%
Cc1onc(-c2ccccc2)c1-c1n[nH]c(=S)n1-c1ccccc1Cl,-3%,-20,?,0%,30,-9%,4%,3%,-11%
NS(=O)(=O)c1ccc(CCNc2ccn3nc(-c4ccc(OCCN5CCOCC5)cc4)cc3n2)cc1,.,-3,?,-25%,-11,6%,.,0%,-15%
COc1ccc(C2OC(=O)CC2C(=O)NC(C)C)cc1 (stereo not drawn),1%,5,7%,6%,0,1%,?,-1%,2%
COc1cccc(-c2nc(CS(=O)(=O)CC(=O)Nc3ccc(F)cc3F)c(C)o2)c1,-1%,-8,-19%,0%,-4,-18%,2%,-24%,-13%
COc1ccc(-c2cc(C)no2)cc1S(=O)(=O)N1CC(=O)Nc2ccccc21,?,2,-10%,1%,0,11%,-2%,1%,-19%
CC(=O)N1CC2(NC(=O)c3ccccc3N2)c2ccccc21 (stereo not drawn),-5%,-3,-2%,-6%,16,8%,-1%,-9%,0%
O=C1c2ccccc2C(c2nnnn2-c2ccc3c(c2)OCCO3)N1Cc1cccnc1 (stereo not drawn),.,-2,17%,0%,23,-18%,.,6%,6%

SMILES,SW480 rereplic,DRD3 agonist,HT1080-NT tox,GLP1R cytotox,IL1B secr inh,KB-V1 cytotox,MCF10A rereplic,KB-3-1 cytotox,HT1080 IDH1KD tx
Cc1cc(C)c(NC(=O)COC(=O)/C=C/c2cccc(C(F)(F)F)c2)c(C)c1,1%,2,4%,-7%,17,1%,23%,11%,1%
CC1CN(S(=O)(=O)c2cccc(C(=O)Nc3ccccc3N3CCCC3)c2)CC(C)O1 (stereo not drawn),-4%,-1,-12%,-5%,-2,?,15%,?,-10%
N/C(=N/O)C(c1ccccc1)c1ccccc1,-6%,1,3%,-9%,28,19%,2%,7%,-1%
Cc1ccc(OCC(O)CNCc2ccc(F)cc2)cc1 (stereo not drawn),0%,-17,?,18%,-78*,-5%,11%,-4%,?
Cc1nn(C)c(Cl)c1C(=O)NCC(=O)Nc1ccc(C(C)C)cc1,0%,-1,2%,-1%,57,?,2%,-10%,-7%
[S-]c1nnc(-c2ccc(Br)cc2)n1-c1ccccc1.[Zn+2],2%,-9,8%,1%,1,24%,5%,5%,11%
CCn1c(=S)sc2c(=O)n(CC(=O)Nc3cccc(Br)c3)c(C)nc21,-4%,-2,-16%,3%,-18,-20%,-4%,-10%,-8%
Cc1cc2ccccc2n1CCNC(=O)c1cc(C(F)(F)F)cc(C(F)(F)F)c1,.,-6,.,6%,.,0%,.,2%,.
COc1cccc(C2=CC(=O)C[C@H](c3ccc4c(c3)OCO4)C2)c1OC,-7%,-3,-18%,-14%,-6,7%,28%,11%,-4%
CCOC(=O)c1c(NC(=S)N2CCOCC2)sc2c1CCN(C(=O)OCC)C2,?,21,9.2µM*,?,.,?,?,-8%,12µM*

SMILES,SW480 rereplic,DRD3 agonist,HT1080-NT tox,GLP1R cytotox,IL1B secr inh,KB-V1 cytotox,MCF10A rereplic,KB-3-1 cytotox,HT1080 IDH1KD tx
COc1ccc2c(c1)-c1nc(NC(=O)c3cccs3)sc1CC2,-2%,8,?,3%,-8,-29%,?,-23%,?
COc1ccc(N2CCN(C(C)C(=O)N3CCCC3)CC2)cc1 (stereo not drawn),5%,-4,23%,-8%,17,-6%,11%,-1%,?
CCCCCn1nc(C)c(/C=N/NC(=O)c2ccoc2C)c1C,?,19,15%,-20%,3,?,10%,1%,3%
COc1cccc(CN2CCC(C(=O)NC(c3ccc4c(c3)OCO4)c3ccccn3)CC2)c1 (stereo not drawn),.,-15,2%,-2%,.,3%,.,0%,-9%
